# High-throughput results deposited in PubChem BioAssay by several laboratories.
# KLF5 inh: kruppel-like factor 5 inhibition | DLD-1 KLF5 promoter-luciferase reporter, luminescence | inhibition, % at 5 µM | hit rate 0.23% among 290,000;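 active = inhibition above a per-plate limit of that plate's mean compound inhibition plus 3 SD, cut at about 60% in these data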;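 note: 0% = DMSO wells and 100% = LY294002 at 200 µM; higher means less KLF5 promoter-driven luciferase light; inactives centre near -14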
# IEC-6 tox: kills IEC-6 intestinal cells in KLF5 counter-screen; IEC-6 cytotoxicity, luminescence viability; inhibition, % at 5 µM; hit rate 0.78% among 290,000; AID 1825; in the data active = inhibition above about 22%;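 note: 0% = plate median of test compound wells and 100% = cytotoxic reference compound wells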
# aSyn UTR inh: MLPCN primary screen, SNCA 5' untranslated region. alpha-synuclein 5'UTR reporter, inhibitor activity. inhibition, % (tested at 7.5 µM). hit rate 0.82% among 300,000. AID 1813; in the data active = inhibition above about 60%; inconclusive = no clear call, values can overlap the other calls;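 note: H4 neuroglioblastoma cells stably carrying SNCA 5'UTR luciferase fusion; 0% = DMSO wells and 100% = positive control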
# HIF act: HIF pathway transcriptional activation; U2OS HRE-luciferase reporter, luminescence; normalized: DMSO 0%, desferrioxamine 100%; activation, % at 7.5 µM (by protocol); hit rate 0.32% among 300,000; AID 1910;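 active = mean activation of at least 10% of the iron chelator positive control signal, with at least half of replicates also reaching 10%; inconclusive = mean and replicate majority disagree about reaching 10%; inactive = mean and most replicates under 10%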
# HSF1 inh: HSF1 inhibition; NIH3T3-HGL HSE-luciferase, MG132-induced, luminescence 8 h; active compounds read low; activity change, negative = inhibition, % at 7.5 µM (by protocol); hit rate 0.77% among 300,000; AID 2098;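 active = more than half of replicate wells show activity change below -50%, luminescence cut by over half; inconclusive = some wells, but at most half, below -50%; inactive = no replicate well below -50%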;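 note: luciferase reports HSF-1 transcriptional activity via heat shock element; 0% = median of DMSO wells and -100% = zero luminescence signal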
# AI-2 QS modul: Vibrio harveyi AI-2 quorum sensing modulation; Vibrio harveyi JMH597 AI-2 luminescence/OD600 ratio, 9 h; active compounds read low; strain lacks LuxN and CqsS sensors; 0 = neutral-control median; activity change, % at 7.5 µM; hit rate 0.4% among 300,000; in the data active = activity change below about -75%, passing the limit was not always enough; inconclusive = no clear call, values can overlap the other calls;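 note: luminescence divided by OD600 gain over 9 h not by final OD600 alone; inactives centre near 13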
# HSP90 inh: blocks HSP90-mediated luciferase refolding in reticulocyte lysate | Rabbit reticulocyte lysate, luciferase refolding luminescence, 3 h | inhibition, % at 5.6 µM | hit rate 0.91% among 290,000 | AID 1789;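 active = inhibition above the screen-wide mean plus 3 SD, computed separately per campaign, cut at about 16% in these data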;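 note: 0% = DMSO wells and 100% = 60 µM geldanamycin wells; inhibitors lower the luminescence because luciferase stays unfolded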
# HSF1 activator: increases HSF-1 driven luciferase reporter signal. hit rate 1.7% among 300,000. activation, % at 9 µM. AID 504408. NIH3T3-HGL HSF-1 luciferase reporter, MG132, 8 h; 100% = twice DMSO control signal;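 active = mean replicate activation of at least 50% with a set share of replicates each reaching 50%; inconclusive = only one of those two conditions met; inactive = mean below 50% and too few replicates reaching it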;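 note: 0% = median of the neutral control wells and 100% = twice that signal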
# Platelet DG rel: modulates dense granule release in human platelets | AID 1663 | inhibition, %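 (compounds screened at 7.5 µM in platelet-rich plasma)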 | hit rate 0.22% among 300,000 | human platelet-rich plasma, SFLLRN dense granule ATP release, luminescence;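 active = mean replicate score, as percent of positive control, at or above 50; inconclusive = mean below 50 but at least one replicate at or above 50; inactive = mean and every replicate below 50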
# HDAC3 inhib: human HDAC3 inhibition | O15379 | recombinant HDAC3, fluorogenic peptide/trypsin coupled, fluorescence | inhibition, % at 8.3 µM | hit rate 0.15% among 320,000 | AID 2718; in the data active = inhibition above about 26%, passing the limit was not always enough; inconclusive = no clear call, values can overlap the other calls
# Target sequence (O15379 whole entry, looked up): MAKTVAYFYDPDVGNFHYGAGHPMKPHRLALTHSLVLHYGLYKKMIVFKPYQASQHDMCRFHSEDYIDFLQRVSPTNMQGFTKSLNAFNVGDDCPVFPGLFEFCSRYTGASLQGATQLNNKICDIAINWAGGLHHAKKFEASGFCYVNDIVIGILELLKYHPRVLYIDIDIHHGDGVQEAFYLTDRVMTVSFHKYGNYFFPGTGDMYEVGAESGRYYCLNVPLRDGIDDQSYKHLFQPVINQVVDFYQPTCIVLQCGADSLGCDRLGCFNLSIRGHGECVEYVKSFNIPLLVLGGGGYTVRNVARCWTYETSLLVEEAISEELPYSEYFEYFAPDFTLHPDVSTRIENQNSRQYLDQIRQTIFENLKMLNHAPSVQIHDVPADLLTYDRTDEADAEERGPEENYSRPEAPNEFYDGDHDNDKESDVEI
# The depositor's hits bear a star; u = inconclusive; x = not tested or not shown. Rows were taken by chance. About 5% of those tested had a hit in this group.
SMILES,KLF5 inh,IEC-6 tox,aSyn UTR inh,HIF act,HSF1 inh,AI-2 QS modul,HSP90 inh,HSF1 activator,Platelet DG rel,HDAC3 inhib
C=CCn1cnc2c(c1=O)c1nc3ccccc3nc1n2/N=C/c1cc(OC)c(OC)c(OC)c1,-16.4,0.6,-35.1,-0.3,-26.4,10.9,4.3,-39.5,1.3,-6.5
CCOc1cccc(CNc2ccc(O)cc2)c1OCc1ccccc1Cl,5.6,-3.9,23.8,-0.2,20.0,21.8,1.3,21.9,-11.8,-5.3
O=C(CSc1nnc(CNC(=O)c2cccs2)o1)Nc1cccc(Cl)c1,7.4,-5.3,-5.6,-0.1,10.5,38.2,-2.7,18.2,6.2,-12.4
CCOc1c2ccc(C(=O)NCCCCc3ccccc3)cc2nn1CC,-14.4,-1.0,9.9,0.0,-9.3,16.0,-1.9,-1.9,1.1,-12.3
CN1C(=O)c2ccc(NC(=O)c3ccc(Cl)cc3Cl)cc2C1=O,-37.7,5.6,-0.1,2.2,6.0,9.3,3.7,0.0,-3.1,-5.4
COc1ccc(NC2=NC3(CCCCC3)N=C(N)N2)cc1,-27.1,-1.9,-11.9,-0.1,-3.0,22.9,1.1,-3.8,-5.9,7.1
CN(CC(=O)Nc1ccc(Cl)c(C(F)(F)F)c1)C(=O)C1CSC2(C)CCC(=O)N12 (stereo unspecified),x,x,-4.8,-0.5,-3.6,8.4,x,9.4,0.1,3.6
NC(=O)/C(N=Nc1ccccc1)=N/Nc1ccccc1,x,x,-12.8,0.4,-4.3,23.2,x,-16.6,2.3,-2.6
CC(NC(=O)C1CCCN1C(=O)OCc1ccccc1)c1ccccc1 (stereo unspecified),-12.8,-2.6,40.7,-0.5,-1.0,3.5,-1.3,5.2,-0.4,3.9
O=C(N1CCN(c2ccccc2)CC1)C1(S(=O)(=O)c2ccc(Cl)cc2)CC1,-3.9,-0.6,-9.6,0.2,-3.8,2.4,0.1,8.0,6.4,8.9
CCCCc1nn2c(N)c(/C=C3\C=Nc4ccccc43)c(=O)nc2s1,18.7,2.4,-1.6,0.5,1.6,33.2,-2.5,19.3,3.9,-3.7
C/C(=N/NC(N)=S)c1ccccc1[N+](=O)[O-],-15.3,-0.2,4.9,-0.4,0.6,5.5,-1.8,-13.8,-0.7,8.8
O=C(Nc1nc(-c2ccc(Cl)cc2Cl)cs1)C1CCCO1 (stereo unspecified),-26.2,-0.7,-27.1,1.1,5.0,23.3,-0.2,13.0,-2.9,-4.7
CCOc1cc(NC(=O)C2CCCO2)c(OCC)cc1NC(C)=O (stereo unspecified),-13.3,-3.9,9.5,-0.5,0.6,12.9,1.6,5.8,9.5,-2.9
CC1(CC(=O)N/N=C/c2ccc(-c3ccc(Cl)cc3)o2)OCCO1,-5.5,1.6,-4.5,-0.8,8.7,7.2,-1.4,38.7,0.2,-3.3
c1ccc(-n2ncc3c(N4CCC5(CC4)OCCO5)ncnc32)cc1,-61.6,-2.0,-223.3,-1.4,16.1,8.5,-2.2,26.1,-2.7,1.8
Cc1ccnc(NC(=O)Cc2c(F)cccc2Cl)c1,-19.4,3.4,-1.0,2.0,2.6,-6.4,1.1,18.3,5.6,2.6
Cc1cccc(CN2CCc3c(OCC(=O)NCc4ccco4)cccc3C2=O)c1,-12.4,8.6,16.0,-0.6,12.7,34.1,3.5,30.4,-3.9,-6.5
O=C(NCCc1ccccc1)c1cc(-c2ccncc2)nc2ccc(S(=O)(=O)N3CCOCC3)cc12,-4.7,3.8,-0.8,-1.0,-2.1,5.8,3.1,-8.5,2.3,0.8
COc1cc(C2C(C(=O)c3ccc(C)o3)=C(O)C(=O)N2CCCn2ccnc2)cc(OC)c1OC (stereo unspecified),4.5,4.3,-0.6,-0.9,3.5,22.9,1.3,5.8,-1.4,-8.3
Cc1ccc(C(=O)Cn2nnc3ccccc32)cc1[N+](=O)[O-],-15.1,3.9,-53.5,1.3,20.9,x,-5.4,42.8,-12.9,-7.0
CCC(=O)Nc1nc2cc(OC)ccc2s1,-120.5,-0.8,-106.8,2.9,16.8,10.4,-4.9,41.7,1.5,u
Cc1cc2n(c(=O)c1C#N)CCCN2c1ccccc1,-12.1,-3.9,-0.3,-1.1,-2.1,11.4,0.0,-3.4,-1.3,4.6
NC(CCCCCP(=O)(c1ccccc1)c1ccccc1)C(=O)O (stereo unspecified),-1.3,-3.2,13.6,-0.2,-4.3,56.5,1.2,-16.4,13.1,9.7
CCOC(=O)N1CCN(C(=O)CN(CC)S(=O)(=O)c2cc(C)ccc2OC)CC1,-32.7,-3.3,-12.4,-0.1,-2.5,u,0.3,-7.2,-8.3,-11.7
COc1cccc(Cl)c1NC(=O)N1CCN(c2ccnc3cc(Cl)ccc23)CC1,-22.6,-4.8,0.2,-2.1,-14.2,17.0,-1.6,-7.8,14.0,-5.7
O=C(CSc1nc2ccccc2o1)c1ccccc1,-105.5,0.8,-95.1,2.8,5.5,17.6,-2.5,8.5,-31.0,4.6
COc1cccc(-c2nc(CS(=O)(=O)CC(=O)NCCc3ccc(OC)cc3OC)c(C)o2)c1,-21.0,-2.0,18.4,0.0,5.9,15.5,4.4,-8.2,1.3,-3.7
Cc1ccccc1/C=C/c1cc[n+](C)cc1,-5.1,4.1,-36.8,-0.5,-4.0,24.1,-0.3,-2.0,3.1,8.1
COc1cc2c(cc1OC)C(c1cccc([N+](=O)[O-])c1)N(C(=O)c1ccccc1C(=O)O)CC2 (stereo unspecified),-0.9,-4.3,17.1,0.3,3.5,11.4,0.3,2.7,7.0,2.3
COc1ccc(/C(C)=N/N2CCCCC2)c(O)c1,-2.8,2.5,-32.8,1.6,-8.5,-10.5,1.9,-1.2,7.9,-8.0
CCSc1nc(C)nc2c1oc1ccccc12,-10.7,0.2,-0.4,0.2,-9.6,-0.8,-3.1,7.3,-3.4,-0.2
CCOc1cc(NC(=S)NCCCN(C)C)c(OCC)cc1NC(=O)c1cccs1,-9.3,1.4,0.2,0.0,-14.8,2.6,-0.1,-7.4,-8.5,-0.4
N#C/C(=C(/O)COC(=O)c1cccnc1Cl)c1nc2ccccc2[nH]1,-18.0,-2.8,-11.6,0.6,-29.2,31.4,-6.5,-31.3,1.5,6.1
CCCSc1nc(O)c(C(c2ccc(OC)c(O)c2)c2c(O)nc(SCCC)n(C)c2=O)c(=O)n1C,-31.3,-4.0,-16.8,0.0,-1.8,36.7,1.7,-1.2,-0.4,2.3
CCOC(=O)c1c(C)n(C)c2ccc(OC)c(NC(=O)CN3CCN(C4CCCCC4)CC3)c12,-20.4,2.0,-6.7,-0.3,-7.6,-2.6,3.0,1.6,0.5,-6.1
Cc1cccc(NC(=S)N2N=CCC2c2ccccc2)c1 (stereo unspecified),-103.1,1.9,-125.2,2.1,15.5,5.6,-3.9,28.1,-0.4,2.5
COc1ccc(-n2nc(C(=O)N3CCC(N4CCCCC4)CC3)c3c4ccccc4n(C)c3c2=O)cc1,-37.8,2.5,1.9,0.9,-2.0,x,-0.1,-8.8,8.7,-3.6
COc1ccccc1CC(=O)c1ccc(OCc2ccccc2)cc1,x,x,-73.2,1.4,22.4,27.4,x,22.6,0.1,0.3
Cc1ccc(S(=O)(=O)N(C)CC(=O)Nc2ncccc2C)cc1,x,x,0.6,-0.2,3.9,12.7,x,13.6,-30.4,-3.0
O=C(NCc1cccs1)C1CCN(S(=O)(=O)c2ccccc2F)CC1,7.3,3.1,-3.9,-0.1,1.2,5.2,1.8,5.3,2.3,-1.8
CCc1ccccc1NC(=O)COc1cccc2ccc(C)nc12,-4.6,1.8,38.5,0.6,-77.4*,0.8,0.6,-82.4,-8.1,4.3
O=[N+]([O-])c1ccc(N/N=C2\CC3CC=CC23)cc1 (stereo unspecified),-19.3,-4.3,-99.8,4.1,26.3,-44.9,-6.6,46.3,12.3,-8.4
CCN1C(=O)[C@@H]2[C@@H](c3ccc(SC4CCCCC4)cc3)N3CCC[C@@]3(C(=O)OC)[C@@H]2C1=O,x,x,12.0,-1.1,-3.3,7.5,x,18.6,-6.1,8.6
COc1ccc2c(c1OC)C(=O)OC2N1C(=O)CC[C@H]1C(=O)NCC1CCCO1 (stereo partly specified),5.7,-6.0,29.4,-0.3,-3.7,-20.8,0.1,3.4,1.8,-8.8
Cc1ccc(C(C)NC(=O)c2ccncc2)cc1C (stereo unspecified),-6.7,3.2,-23.1,0.3,0.3,12.6,2.4,-12.9,-7.1,-13.5
S=C(NCCCc1ccccc1)NC1CCCCC1,-25.6,6.5,-37.9,0.4,3.5,9.4,-1.0,4.2,-16.7,-2.5
CN(Cc1ccccc1)c1ncc(C=O)s1,-46.0,-5.5,11.0,-0.5,6.7,18.7,-1.5,5.4,-0.9,10.2
COc1ccc2c(c1)-c1nc(/N=C/c3ccccc3O)sc1CC2,-38.3,-1.3,-15.1,0.3,1.1,1.2,-1.8,24.8,0.0,1.6
CSc1ccc(S(=O)(=O)N2CCC(C(=O)N3CCOCC3)CC2)cc1,-1.6,3.7,5.5,0.1,-7.6,40.4,1.8,1.7,0.0,8.3
CCN(CC)S(=O)(=O)c1cccc(-c2n[nH]c(=S)n2/N=C/c2ccc(C(=O)OC)cc2)c1,-37.4,0.4,-3.1,1.2,3.8,19.7,2.7,8.6,-1.1,2.0
Cc1cc(C)nc(Nc2ccc(N3CCOCC3)cc2)n1,-13.1,-3.1,-34.8,0.6,-4.3,-1.3,-1.5,4.7,-1.6,-5.2
CC1/C(=N/O)C(CN(C)C)C2CC1C2(C)C (stereo unspecified),-19.5,-0.4,5.7,-0.3,-5.7,12.6,0.0,-4.6,13.2,5.8
Cc1ccccc1OCC(=O)Nc1ccc2c(c1)Cc1ccccc1-2,-23.0,5.0,21.6,-0.1,0.3,1.6,2.3,5.2,-2.0,-2.5
COC(=O)c1cc(NS(=O)(=O)c2ccc(NC(C)=O)cc2)ccc1Cl,-4.6,12.8,2.4,0.1,-1.5,23.4,8.0,-9.0,20.2,-4.9
COc1ccc(CN(C)c2ncnc3sccc23)c(OC)c1OC,32.2,23.0*,-8.9,6.0,-7.8,39.6,-3.9,-8.8,-1.2,2.2
O=c1oc2cc(Oc3c([N+](=O)[O-])cc(C(F)(F)F)cc3[N+](=O)[O-])ccc2c2c1CCCC2,-10.9,-5.0,-6.6,-1.9,1.6,31.6,-0.5,4.2,-8.0,-97.4

# An excerpt from above in order of count of non-hydrogen atoms, ascending:
SMILES,KLF5 inh,IEC-6 tox,aSyn UTR inh,HIF act,HSF1 inh,AI-2 QS modul,HSP90 inh,HSF1 activator,Platelet DG rel,HDAC3 inhib
COc1ccc(CN(C)c2ncnc3sccc23)c(OC)c1OC,32.2,23.0*,-8.9,6.0,-7.8,39.6,-3.9,-8.8,-1.2,2.2
Cc1ccccc1OCC(=O)Nc1ccc2c(c1)Cc1ccccc1-2,-23.0,5.0,21.6,-0.1,0.3,1.6,2.3,5.2,-2.0,-2.5
CCN(CC)S(=O)(=O)c1cccc(-c2n[nH]c(=S)n2/N=C/c2ccc(C(=O)OC)cc2)c1,-37.4,0.4,-3.1,1.2,3.8,19.7,2.7,8.6,-1.1,2.0
